Screening results: PubChem BioAssay, National Center for Advancing Translational Sciences (NCATS)
ALOX12 inh: Primary qHTS assay for inhibitors of human arachidonate 12S-lipoxygenase (ALOX12): Round 2; Polyunsaturated fatty acid lipoxygenase ALOX12 (Homo sapiens), P18054; purified 12hLO, xylenol orange hydroperoxide absorbance; Potency, µM (series often up to 108 µM), without a hit: top-dose activity change, negative = inhibition, most hits filed as inhibitors; hit rate 1.1% among 580,000; AID 1671190, 2021; active = well fitted inhibition curve with a large enough effect; inconclusive = small, poorly fitted or top-dose-only effect, or another doubt; inactive = no such curve, though single readings can be large or run the other way; note: potency is the fitted concentration of half-maximal effect
Target sequence (P18054 whole entry, looked up): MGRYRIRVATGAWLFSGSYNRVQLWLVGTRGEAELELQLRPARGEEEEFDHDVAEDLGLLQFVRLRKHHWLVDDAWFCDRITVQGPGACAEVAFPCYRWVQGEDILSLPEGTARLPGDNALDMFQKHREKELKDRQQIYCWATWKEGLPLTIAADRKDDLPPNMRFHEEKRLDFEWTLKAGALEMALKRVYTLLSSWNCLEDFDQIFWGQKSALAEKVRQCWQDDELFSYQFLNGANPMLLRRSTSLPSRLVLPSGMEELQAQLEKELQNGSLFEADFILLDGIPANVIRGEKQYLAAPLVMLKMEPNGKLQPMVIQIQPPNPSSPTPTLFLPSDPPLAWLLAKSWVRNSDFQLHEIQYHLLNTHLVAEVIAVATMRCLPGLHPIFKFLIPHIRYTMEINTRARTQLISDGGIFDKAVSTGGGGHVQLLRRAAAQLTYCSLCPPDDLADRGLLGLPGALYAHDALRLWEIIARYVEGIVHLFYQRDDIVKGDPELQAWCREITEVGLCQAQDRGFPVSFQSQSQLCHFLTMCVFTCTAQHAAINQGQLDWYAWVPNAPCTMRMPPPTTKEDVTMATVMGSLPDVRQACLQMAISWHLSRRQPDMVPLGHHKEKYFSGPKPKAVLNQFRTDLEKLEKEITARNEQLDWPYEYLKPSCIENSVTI
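Purified human 12hLO (150 nM final) in 25 mM Hepes, 0.01% Triton X-100, pH 7.0 was preincubated 15 min at room temperature with compound. Then 40 uM arachidonic acid was added, 30 min. Hydroperoxide was read by Fe-XO absorbance ratio 573/405 nm.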
LDHA inh: qHTS assay for inhibitors of human lactate dehydrogenase. activity change, % (values are at about 110 or 230 µM). hit rate 0.15% among 480,000. L-lactate dehydrogenase A chain (Homo sapiens), P00338. purified LDHA, NADH/diaphorase-resazurin fluorescence; hits give low values; in the data active = activity change below about -30%; inconclusive = mostly about -25% to -30%;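 note: plate controls were DMSO wells for no effect and wells without enzyme for full effect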
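Enzyme activity of human lactate dehydrogenase 5 (2 nM; 0.06 mM NADH, 0.2 mM pyruvate, 5 min, RT) is measured via a resazurin/diaphorase fluorescence readout of residual NADH.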
* = called active by the depositor; ? = inconclusive; [ ] = remark or other dose. Unless noted, % is set by controls: 0 for no effect and ±100 for the full control effect.

The opening three entries, ahead of the listing:
#	Molecule	ALOX12 inh	LDHA inh
1	COc1ccc2[nH]cc(CCNC(=O)c3cccc(F)c3F)c2c1	?	13
2	CC(C)OC(=O)c1nc2ccccc2nc1N1CCN(c2ccccc2)CC1	-26%	2
3	Cc1ccc(S(=O)(=O)N2CCCCC2)cc1NC(=O)CSc1nnc(C2CC2)n1C1CC1	-9%	8

The listing (from the top)
#	Molecule	ALOX12 inh	LDHA inh
1	COc1ccc2[nH]cc(CCNC(=O)c3cccc(F)c3F)c2c1	?	13
2	CC(C)OC(=O)c1nc2ccccc2nc1N1CCN(c2ccccc2)CC1	-26%	2
3	Cc1ccc(S(=O)(=O)N2CCCCC2)cc1NC(=O)CSc1nnc(C2CC2)n1C1CC1	-9%	8
4	CC(C)c1ccc(S(=O)(=O)N2CCN(C(=O)c3cncn3-c3ccc(F)cc3)CC2)cc1	29%	-19
5	COc1ccccc1Oc1c(C)oc2cc(OCC(=O)Nc3cccc(NC(C)=O)c3)ccc2c1=O	-35%	-2
6	CC(/C=N/NC(=O)C1CCCCC1)c1ccccc1 (configuration not stated)	4%	3
7	COc1ccc(C(=O)NC2(C(F)(F)F)NC(=O)N(c3ccc(Cl)cc3)C2=O)cc1OC (configuration not stated)	?	-3
8	O=C1c2ccccc2NC(c2ccc(Cl)cc2)N1c1ccc(O)cc1 (configuration not stated)	-16%	7
9	CN(C)S(=O)(=O)c1cccc(C(=O)Nc2cccc(Oc3ccccc3)c2)c1	?	-1
10	Cc1cc(C)n(-c2nc3c(c(=O)n(CC(N)=O)c(=O)n3C)n2CCC(C)C)n1	17%	-21
11	CN(C)C(=O)c1cc(=O)c2cc(Cl)ccc2o1	?	1
12	COCCNC(=O)c1sc(=O)n(Cc2ccc(SC)cc2)c1C	-8%	-2
13	Cc1cc(N2CCN(CCO)CC2)n2nc(C)c(-c3ccc(F)cc3)c2n1	11%	10
14	COC(=O)Nc1ccc(C)c(C)c1	4%	3
15	Cc1ccc(C(=O)COC(=O)C2CC(=O)N(c3nc(-c4ccc(C)cc4)cs3)C2)cc1 (configuration not stated)	4%	5
16	Cc1ccoc1C(=O)Nc1ccc(-c2ccccc2)cc1	?	-2
17	Cn1nc(C(C)(C)C)cc1C(=O)N1CCCCC1c1cc(C(=O)Nc2ccccc2Cl)no1 (configuration not stated)	-22%	0
18	O=C(CSc1c2c(nc3cc(Cl)ccc13)CCCC2)NCc1cccs1	-27%	11
19	O=C(Cn1nc(C(=O)O)c2ccccc2c1=O)Nc1ccc(F)c(Cl)c1	?	-6
20	NC(=O)c1c(N)[nH]c(C(=O)c2ccccc2)c1-c1ccncc1	-16%	11
21	O=C(O)CCC(=O)Nc1ccc2[nH]cc(C(C(=O)O)N3CCN(c4ccc(F)cc4)CC3)c2c1 (configuration not stated)	4%	12
22	Cn1c(COc2ccc(Cl)cc2Cl)n[nH]c1=S	?	0
23	Cc1[nH]c2ccccc2c1C=O	8%	2
24	CCOCCn1c(=O)c2c(nc(-n3nc(CC)cc3CC)n2C)n(C)c1=O	10%	1
25	COC(=O)c1ccc(COC(=O)CCS(=O)(=O)c2ccc(F)cc2)cc1	?	-1

Five of the entries above in order of their number in ALOX12 inh, lowest first.
#	Molecule	ALOX12 inh	LDHA inh
18	O=C(CSc1c2c(nc3cc(Cl)ccc13)CCCC2)NCc1cccs1	-27%	11
2	CC(C)OC(=O)c1nc2ccccc2nc1N1CCN(c2ccccc2)CC1	-26%	2
6	CC(/C=N/NC(=O)C1CCCCC1)c1ccccc1 (configuration not stated)	4%	3
13	Cc1cc(N2CCN(CCO)CC2)n2nc(C)c(-c3ccc(F)cc3)c2n1	11%	10
4	CC(C)c1ccc(S(=O)(=O)N2CCN(C(=O)c3cncn3-c3ccc(F)cc3)CC2)cc1	29%	-19

(next part)
#	Molecule	ALOX12 inh	LDHA inh
26	Cc1cc(C)c(OCC(=O)NC2=NCCS2)c(C)c1	?	1
27	Cc1ccc(C=C(C#N)C(=O)c2ccccc2)cc1	-9%	-9
28	CCn1c(COc2ccc(Cl)cc2)nnc1SCC(=O)C(C)(C)C	13%	2
29	CC(=O)N[C@@H](Cc1c[nH]c2ccccc12)C(=O)NC1CCCCCC1	?	0
30	Cc1cc(C)c2c(=O)n(CC(=O)N3CCCC(C)C3)c(=O)n(-c3ccccc3)c2n1 (configuration not stated)	-25%	-2
31	CCCNc1c(NC(=O)c2ccco2)c(=O)oc2ccccc12	3%	5
32	COc1ccccc1NS(=O)(=O)c1cc(C(=O)N2CCc3sccc3C2)ccc1C	-14%	8
33	CCn1cnc2c1c(=O)n(CC(=O)Nc1c(C)cc(C)cc1C)c(=O)n2Cc1ccccc1	-14%	1
34	COc1ccc(Sc2ccc(NC(=O)c3cccc(Cl)c3)cc2C#N)cc1	13%	-3
35	Cc1ccccc1-c1nc(CSCC(=O)NCc2cccs2)c(C)o1	14%	1
36	CCN1CCN(Cc2ccccc2CNCc2cccc(C#N)c2)CC1	?	4
37	CCOC(=O)C1(C)CCCCCN1C(=O)c1ccc(Cl)nc1 (configuration not stated)	5%	-2
38	NC(COCc1ccccc1)c1csc(Nc2ccc(C(=O)NCCO)cc2)n1 (configuration not stated)	12%	-2
39	O=C(CSc1nnc(-c2cccs2)n1-c1ccccc1)Nc1ccc(Cl)cn1	?	0
40	O=C(OCC(=O)N1CCC(c2ccccc2)=N1)c1cc2c(s1)CCC2	?	10
41	Cc1ccc(NC(=O)CCC2CCCC2)c(C)c1	-24%	2
42	COc1cc(OC)c2c(C)c(CC(=O)Nc3cccc(C(C)=O)c3)c(=O)oc2c1	-16%	0
43	Cc1ccc2[nH]cc(CCNC(=O)c3ccccc3)c2c1	-15%	0
44	CCCCCn1nc(C(=O)Nc2nc3ccccc3[nH]2)c2ccccc2c1=O	?	1
45	O=C(NCC(=O)N1CCN(CC(=O)N2CCOCC2)CC1)c1ccc(N2CCCC2=O)cc1	-50%	2
46	CCCCOc1ccc(/C=C/C(=O)c2ccc(Br)cc2)cc1	28%	3
47	CSc1nc(=O)c2c(n1C)NC(=O)CC2c1cc(C)ccc1C (configuration not stated)	3%	3
48	CCCCNC(=O)c1nc(C2CCNCC2)oc1-c1ccccc1	-8%	-1
49	O=C(c1ccc(Br)s1)N(Cc1cccnc1)c1nc2c(F)cccc2s1	-6%	6
50	CN1C(=S)SC(C)(C)C1/[N+]([O-])=C/c1ccco1 (configuration not stated)	?	15
51	Cc1nn(-c2ncnc3nc[nH]c23)c2c1C(c1ccc(F)cc1F)CC(=O)N2 (configuration not stated)	-6%	-9
52	CCCC(=O)Nc1ccc(-c2nc3cc(C(C)C)ccc3o2)cc1	-1%	13
53	CC1=C(C(=O)N2CCCCCC2)CC(CC(=O)NC2CCCC2)C(=O)N1Cc1ccc(C(C)(C)C)cc1 (configuration not stated)	3%	7
54	N#Cc1nc(COc2ccc(Br)cc2)oc1NCCCN1CCOCC1	-4%	-9
55	COc1ccc(OC(=O)N(C)C[C@@H]2OCc3cn(nn3)CCCC(=O)N([C@H](C)CO)C[C@H]2C)cc1	13%	-5
56	O=C(Nc1ccc2oc(=O)ccc2c1)c1cccc2ccccc12	?	7
57	O=S1(=O)N[C@@H](Cc2ccccc2)COc2cccc(N3CCC[C@@H]3CO)c21	-34%	0
58	COc1ccccc1C1C(C#N)=C(N)OC2=C1C(=O)CC(c1ccccc1)C2 (configuration not stated)	?	12
59	CC(C)CNC(=O)c1ccc(NC(=O)C2CCCCC2)cc1	-1%	4
60	CN(Cc1ccc2ccccc2c1)C(=O)c1ccsc1	56%[activator]	4
61	CC(=O)Nc1cccc(-c2ccnc3c2CC(C(=O)Nc2ccc(F)c(Cl)c2)O3)c1 (configuration not stated)	?	-8
62	COc1cc(C2=NOC(C(=O)Nc3ccc(OC(F)(F)F)cc3)C2)cc(OC)c1OC (configuration not stated)	-1%	-1
63	O=C(CCSc1nc(Cl)nc2nc[nH]c12)NCc1ccccc1Cl	13%	0
64	CC(C)c1ccccc1NC(=O)CCn1cnc2c1c(=O)n(C)c(=O)n2C	5%	-13
65	CC1(C(=O)NS(=O)(=O)c2cccc(Cl)c2)CCN1C(=O)CCc1ccccc1 (configuration not stated)	-25%	1
66	CCc1cccc(NC(=O)COC(=O)Cc2cccc3ccccc23)c1	?	-20
67	O=C(O)CNC1CCCC1	-28%	-6
68	CC1CCCN(S(=O)(=O)c2ccc(-c3nc(C#N)c(NCc4ccco4)o3)cc2)C1 (configuration not stated)	7%	-2
69	Cc1cccc(-c2cc(=O)c3cc(NC(=O)c4ccccc4C)ccc3o2)c1	?	2
70	COc1ccccc1CNC(=O)c1nn(-c2ccccc2)c(=O)cc1OC	19%	0
71	O=S1(=O)CC(N2CCSCC2)CN1Cc1cn(Cc2ccc(F)cc2)nn1 (configuration not stated)	-7%	-11
72	Clc1cc(SCc2ccccc2)ccn1	-8%	-23
73	Cc1ccc(S(=O)(=O)N2C[C@H]3[C@H]4C(=O)N(Cc5ccccc5)C(=O)[C@H]4CC(=O)[C@H]3[C@@H]2c2ccccc2)cc1	-20%	-1
74	CC(C)C(NC(=O)c1cc(=O)[nH]c2ccc(S(=O)(=O)N3CCOCC3)cc12)c1ccccc1 (configuration not stated)	-1%	4
75	Fc1ccccc1NC(=S)NC1CC1	-37%	-5

Following part.
#	Molecule	ALOX12 inh	LDHA inh
76	CC(C)C(=O)NC(Nc1ccccc1Cl)(C(F)(F)F)C(F)(F)F	-9%	1
77	CCCCCCCCS(=O)CCCO (configuration not stated)	8%	9
78	CCc1ccc(NC(=O)CN2CC(CC)Sc3ccccc32)cc1 (configuration not stated)	?	12
79	CCCNC(=O)C(C)NC(=O)C1CCN(c2nc3ccccc3o2)CC1 (configuration not stated)	55%[activator]	-9
80	O=C(Nc1c(-c2ccccc2)[nH][nH]c1=O)c1ccc2ccccc2c1	-8%	4
81	Cc1nc2ccc(C(=O)N3CCC(O)(Cc4ccccc4)CC3)cn2c1N(C)C(=O)CCc1ccccc1	15%	-4
82	CC(C)C(CNC(=O)c1cc(=O)c2ccccc2o1)N1CCOCC1 (configuration not stated)	-13%	-24
83	CC(Sc1ncnc2ccccc12)C(=O)NC(N)=O (configuration not stated)	11%	5
84	CCOC(=O)N1CCN(Cc2nc3c(c(=O)n(C)c(=O)n3C)n2Cc2cccc(Cl)c2)CC1	11%	4
85	NC(=O)c1ccc(-c2ccccc2)cc1C(N)=O	-1%	-15
86	CC(=O)Nc1ccc(NC(=O)C2(C)Cc3c(-c4cccc(C(N)=O)c4)ccnc3O2)cc1 (configuration not stated)	-5%	-5
87	CC(C)(CO)NC(=O)C(C)(C)Oc1ccc(Cl)cc1	21%	0
88	COc1ccccc1/C=C/C(=O)OCCN(C)C	4%	-1
89	CC(=O)c1cc(Br)ccc1OCc1ccc(Cl)c(Cl)c1	?	1
90	O=C(c1ccc2ccccc2c1)N(Cc1cccs1)C1CC1	26%	1
91	O=C(OCc1ccccc1)c1ccccc1C(=O)c1ccccc1	9%	4
92	COc1ccc(Br)cc1CN(C)C(C)c1nnc(-c2ccc(C)cc2)o1 (configuration not stated)	3%	6
93	O=C(NC1CCCC1)C1c2ccccc2OCC(=O)N1Cc1ccc2c(c1)OCO2 (configuration not stated)	-5%	-8
94	CCN(CC)CCNc1nc(C)c2c(c1C#N)CCCC2	?	17
95	O=C(OC/C=C/c1ccccc1)c1cc2ccccc2[nH]1	?	1
96	COC(=O)[C@@]12C[C@@H](CC(=O)N3CCOCC3)C(=O)N(Cc3ccccc3)C1=CCC(C)(C)C2	19%	-2
97	CC1(C(=O)NCc2ccccc2)CCC(=O)N1CC(F)(F)F (configuration not stated)	-15%	-11
98	CC(=O)NC(c1cccc(F)c1)c1nc(-c2ccc3ccccc3c2)cs1 (configuration not stated)	?	-1
99	CC(NC(=O)c1ccc(C(C)(C)C)cc1)C(=O)N1CCC2(CC1)NCCc1[nH]cnc12 (configuration not stated)	-5%	-5
100	COc1ccc(S(=O)(=O)NCc2ccco2)cc1C(C)(C)C	1%	-3
101	Cc1ccc(S(=O)(=O)N2CCC(C(=O)OC(C)C(=O)N3CCCC3)CC2)cc1 (configuration not stated)	34%[activator]	1
102	Cc1ccc(S(=O)(=O)N(C)C)cc1NC(=O)COc1ccc2cc(Br)ccc2c1	-20%	0
103	Fc1ccc(CNCCCn2ccnc2)cc1	?	2
104	O=c1oc2ccccc2c(NCc2ccccc2)c1NS(=O)(=O)c1cccc(F)c1	?	-10
105	Cn1c(=O)n(CC(=O)NCc2nnc3n2CCCCC3)c2ccccc21	5%	0
106	CCCCN(C)c1c(C)nc2ccc(C(=O)NCc3cccs3)cn12	-2%	0

3 entries from above, with values under each structure.
Order of values: ALOX12 inh, LDHA inh
94	CCN(CC)CCNc1nc(C)c2c(c1C#N)CCCC2
    ?, 17
95	O=C(OC/C=C/c1ccccc1)c1cc2ccccc2[nH]1
    ?, 1
96	COC(=O)[C@@]12C[C@@H](CC(=O)N3CCOCC3)C(=O)N(Cc3ccccc3)C1=CCC(C)(C)C2
    19%, -2

The list is partial. The share of hits here may be higher or lower than overall.
